GALK inhibitor = blocks human galactokinase activity | Purified GALK, Kinase-Glo residual ATP luminescence | Potency, µM (top dose mostly 57.5 µM), for the others: top-dose activity change, negative = inhibition, actives largely listed as inhibitors | 270,000 compounds, 0.007% hits; also: potency is read from the fitted curve at half-maximal effect; % is scaled to controls: 0 for no effect and ±100 for the full control effect
Target sequence (P51570 whole entry, looked up): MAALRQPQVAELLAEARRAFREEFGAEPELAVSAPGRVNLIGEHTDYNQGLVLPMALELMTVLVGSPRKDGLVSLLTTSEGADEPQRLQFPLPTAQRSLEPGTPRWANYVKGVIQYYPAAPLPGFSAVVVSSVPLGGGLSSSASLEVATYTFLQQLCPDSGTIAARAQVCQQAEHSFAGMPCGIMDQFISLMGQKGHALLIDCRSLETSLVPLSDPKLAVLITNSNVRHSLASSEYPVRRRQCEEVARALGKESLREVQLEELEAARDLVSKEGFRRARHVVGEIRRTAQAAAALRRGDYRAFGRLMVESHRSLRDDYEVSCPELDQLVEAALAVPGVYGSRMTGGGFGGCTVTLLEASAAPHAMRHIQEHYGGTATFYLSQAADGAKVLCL
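Compounds were pin-transferred into ATP buffer (35 uM final), then GALK plus galactose (5 nM, 100 uM final) was added. After 1 h at room temperature, Kinase-Glo Plus was added and luminescence read after 10 min.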
MBNL1 CUG block = inhibitors of human MBNL1 binding to CUG repeat RNA; Q9NR56; TR-FRET MBNL1-His/biotin-(CUG)12 binding, 665/545 ratio; Potency, µM (top dose mostly 57.5 µM), for inactives: at the top dose activity change, negative = inhibition, usual class: inhibitors; 280,000 compounds, 0.036% hits; active = well fitted inhibition curve with a large enough effect in the signal ratio, with a control signal flat, not every such curve was filed as active; inconclusive = small, poorly fitted or top-dose-only effect, or effect the other way, or a change in a side signal; inactive = no such curve, though single readings can be large or run the other way; the % refers to the signal ratio; also: potency is read from the fitted curve at half-maximal effect; % is scaled to controls: 0 for no effect and ±100 for the full control effect
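His-tagged MBNL1 binding to biotinylated (CUG)12 RNA was measured by TR-FRET using terbium anti-His antibody (0.055 ng/ul final) and streptavidin-XL665 (5 nM final). Compounds were titrated 92 nM to 58 uM; 60 min at room temperature.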
AT treatment = potential ataxia-telangiectasia treatment; 320,000 compounds, 0.19% hits; Potency, µM (doses to about 57.5 µM), inactives show at the highest dose activation, most hits filed as activators; […] A-T fibroblasts, KAP-1 phosphorylation AlphaLISA; neocarzinostatin DNA damage 30 min before lysis; also: potency is read from the fitted curve at half-maximal effect; % of control where 0% means no effect; nearly all actives have a fitted effect of over 45% in size
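hTERT-immortalized A-T patient fibroblasts ([…]), 500 cells/well in OPTI-MEM, 1% FBS, got compounds for 60 min, then NCS for 30 min at 37C. Lysates were then assayed for phospho-KAP-1 by AlphaLISA (anti-pKAP1 donor, anti-KAP1 acceptor beads), 6 hr at 25C.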
ASM inhibitor = human S-ASM enzyme inhibition. P17405. placental ASM, HMU-PC fluorogenic substrate, 60 min. Potency, µM (highest dose often 57.5 µM), for inactives: top-dose activity change, negative = inhibition, usual class: inhibitors. 340,000 compounds, 0.006% hits; also: potency is read from the fitted curve at half-maximal effect
Target sequence (P17405 47-631 limits assumed): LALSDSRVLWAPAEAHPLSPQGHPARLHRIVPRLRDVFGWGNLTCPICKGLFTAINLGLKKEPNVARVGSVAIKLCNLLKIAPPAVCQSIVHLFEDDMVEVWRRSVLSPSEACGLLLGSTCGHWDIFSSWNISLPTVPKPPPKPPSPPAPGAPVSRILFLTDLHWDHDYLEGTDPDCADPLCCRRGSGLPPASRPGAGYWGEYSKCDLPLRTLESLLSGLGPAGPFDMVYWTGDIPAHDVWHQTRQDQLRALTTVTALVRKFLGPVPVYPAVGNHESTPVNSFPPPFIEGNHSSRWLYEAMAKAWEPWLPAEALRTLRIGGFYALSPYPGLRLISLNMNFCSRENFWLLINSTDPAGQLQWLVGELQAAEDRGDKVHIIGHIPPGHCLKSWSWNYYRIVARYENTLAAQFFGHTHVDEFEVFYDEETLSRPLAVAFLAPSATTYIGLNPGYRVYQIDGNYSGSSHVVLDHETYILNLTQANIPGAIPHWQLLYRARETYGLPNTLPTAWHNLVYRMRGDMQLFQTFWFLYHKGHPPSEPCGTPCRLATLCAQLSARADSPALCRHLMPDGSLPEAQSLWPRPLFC
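Steps: dispense placental human ASM, pin compound, wait 10 min at room temperature, add HMU-PC0 substrate at 9 uM final, incubate 60 min at 37 °C, add stop solution raising pH to 10, read fluorescence.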
TRPV1 agonist = human TRPV1 agonism; Q8NER1; TRPV1-expressing cells, Fluo-8 calcium influx, agonist mode; activation, % at 8.33 µM; 320,000 compounds, 0.19% hits; in the data active = activation above about 80%; inconclusive = between about 30% and that limit; also: 0% is about no effect
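Cells expressing TRPV1 were dye-loaded with Fluo-8 and read kinetically: 10 s baseline, 3 min after compound (agonist portion), then 2 min after EC20 capsaicin (allosteric enhancer portion). Calcium-bound dye fluorescence at 480/520 nm.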
MLL CXXC-DNA inh = inhibitors of human MLL CXXC domain-DNA interaction. Q03164. MLL-CXXC / FITC-HOXA9 DNA fluorescence polarization. Potency, µM (titrated, usually from 115 µM), for the others: top-dose activity change, negative = inhibition, usual class: inhibitors. 290,000 compounds, 0.037% hits; active = well fitted inhibition curve with a large enough effect in the polarisation, with a control signal flat, not every such curve was filed as active; inconclusive = small, poorly fitted or top-dose-only effect, or effect the other way, or a change in a side signal; inactive = no such curve, though single readings can be large or run the other way; the % refers to the polarisation; also: potency is read from the fitted curve at half-maximal effect
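Fluorescence polarization: 7 uM MLL-CXXC (stock) preincubated 5 min with compounds, then 50 nM fluorescein-HOX-A9 DNA (stock) added; 30 min ambient. Buffer 50 mM Tris-HCl pH 7.5, 50 mM NaCl, 1 mM DTT, 0.05% BSA.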
a7 integrin act = activators of alpha7 integrin expression for muscular dystrophy. alpha7betagal myoblasts, beta-gal FDG fluorescence, 48 h. Potency, µM (titrated, usually from 38.3 µM), without a hit: top-dose activation, usual class: activators. 350,000 compounds, 0.064% hits;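 also: potency is read from the fitted curve at half-maximal effect; 100% = response of the positive control SU9516; nearly all actives have a fitted effect of over 60% in size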
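Alpha7betagal+/- myoblasts (passage 13) were plated 16-24 hr, then exposed to compounds (1:260 dilution of DMSO stock) for 48 hours at 37C. After MPER lysis, β-galactosidase reporter activity was read as FDG fluorescence (ex 480/em 540) after 30 minutes.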
Coupling enz = inhibits coupling enzyme system, counter-screen for aldolase hits. coupling enzyme system counterscreen, AmpLite Red fluorescence. activity change, negative = inhibition, % at 58.2 µM, hits read low. 290,000 compounds, 0.67% hits. AID 2472; in the data active = activity change below about -30%; also: % is scaled to controls: 0 for no effect and ±100 for the full control effect
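Compounds tested against the coupling enzymes alone at 57.5 uM final; readout was AmpLite Red fluorescence (525/598 nm) after 20 min at RT.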
KCNH2 3.1 inh = KCNH2 3.1 (human) potassium channel inhibition; 340,000 compounds, 0.95% hits; U2OS KCNH2 3.1, thallium flux FluxOr; hits give low values; activity change, % (tested at about 1.8 µM);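 active = maximum activity change below -70%; inconclusive = maximum activity change from -70% to -50%; inactive = maximum activity change above -50%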;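 also: thallium influx rate constant from kinetic fluorescence after stimulation buffer; % is scaled to controls: 0 for no effect and ±100 for the full control effect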
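Thallium flux read-out: FluxOr dye with Red40 quencher in HBSS/HEPES, 45 min at RT. Rate constants from kinetic reads were normalized to positive and negative DMSO controls. Cells: U2OS virally expressing the 3.1 isoform.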
KCNH2 WT inh = blocks the wildtype human KCNH2 potassium channel; U2OS, BacMam KCNH2, thallium flux FluxOr; hits give low values; activity change, % at 1.84 µM; Q12809; 340,000 compounds, 0.37% hits;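 active = maximum activity change below -70%; inconclusive = maximum activity change between -70% and -50%; inactive = maximum activity change above -50%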; also: % is scaled to controls: 0 for no effect and ±100 for the full control effect
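U2OS cells transduced with wild-type KCNH2 virus are loaded with FluxOr dye for 45 min, and thallium flux is measured in kinetic reads before and after stimulation buffer. Rate constants are normalized to DMSO controls.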
The depositor's hits bear a star; i = inactive; ? = inconclusive; . = not tested or not shown; [ ] = dose if it differs, or a comment. Unless noted, calls follow the shape of the dose curve; as a rule, active = well fitted curve in the direction sought with a large enough effect; inconclusive = small, poorly fitted or top-dose-only effect, or another doubt; inactive = no such curve, though single readings can be large; an effect the other way counts as inactive or inconclusive.

SMILES	GALK inhibitor	MBNL1 CUG block	AT treatment	ASM inhibitor	TRPV1 agonist	MLL CXXC-DNA inh	a7 integrin act	Coupling enz	KCNH2 3.1 inh	KCNH2 WT inh
COc1cccc(C=NCC(C)N=Cc2cccc(OC)c2O)c1O (stereo not drawn)	1%	-13%	-3%	-2%	-7	-2%	-6%	-12	21	10
O=C(NNc1cc(Cl)cc(Cl)c1)c1c(F)cccc1Cl	3%	0%	-23%	-2%	12	-3%	-15%	-5	1	9
COc1ccc(C(=O)NC(C)c2cccnc2)cc1S(=O)(=O)N(C)Cc1ccccc1 (stereo not drawn)	.	.	5%	3%	.	.	4%	.	-6	-4
C1CC(CN2CCOCC2)CN(Cc2nc(CC3CC3)no2)C1 (stereo not drawn)	0%	-1%	6%	-1%	1	-14%	3%	4	6	i
COc1cc(C(=O)NC2CCCCC2)ccc1OCc1ccc(Cl)cc1Cl	1%	.	-7%	1%	7	4%	10%	2	1	-2
Cc1onc(-c2ccccc2)c1C(=O)Nc1ccccc1NC(=O)c1c(-c2ccccc2)noc1C	-1%	8%	9%	.	?	-13%	-20%	.	11	-5
CC1Cc2cc(S(=O)(=O)N3CCN(c4cccc(Cl)c4)CC3)ccc2N1C(=O)C1CC1 (stereo not drawn)	4%	-5%	-3%	3%	1	-4%	15%	-4	-7	0
Cc1ccc2c(N)c(C)ccc2c1	-2%	12%	-3%	46%	7	-10%	-4%	-6	-17	8
COc1ccc(C2CC(c3ccccc3)=NN2S(=O)(=O)c2ccccc2)cc1 (stereo not drawn)	-1%	-10%	-5%	-6%	12	?	-20%	-2	1	-12
O=C(Cn1nnc(-c2ccccc2NC(=O)c2ccco2)n1)NC1CCCCC1	-3%	3%	10%	0%	2	-9%	-4%	-3	15	3
O=c1c(OC2OC(CO)C(O)C(O)C2OC2OC(CO)C(O)C(O)C2O)c(-c2ccc(O)cc2)oc2cc(O)cc(O)c12 (stereo not drawn)	0%	-12%	-11%	-6%	-3	-8%	0%	-4	0	-1
O=C(c1cc(S(=O)(=O)N2CCCCC2)c(Cl)cc1N1CCOCC1)N1CCOCC1	-2%	-1%	2%	0%	4	-6%	18%	3	-17	6
O=[N+]([O-])c1ccc(N2CCOCC2)cc1NC(c1ccccc1)c1ccccc1	1%	-5%	-11%	-20%	14	1%	21%	-4	-11	-11
COC(=O)c1ccc(C(=O)OC)c(NC(=O)COC(=O)C2CCCCC2)c1	-1%	-4%	15%	-8%	-1	-3%	-9%	-6	1	-2
CCOC(=O)CNC(=O)CSc1nnc(NC(=O)c2ccc(S(=O)(=O)N3CCOCC3)cc2)s1	-3%	-2%	-8%	2%	-1	-2%	16%	.	11	-1
COC(C/C=C/[C@H](O)[C@H](C)OCc1ccccc1)OC	.	.	.	5%	.	.	7%	.	19	-2
COC(=O)CN=C1OC(=O)N2C(=O)C3=C4[C@@H](C[C@H]5C(=O)N(c6ccccc6)C(=O)[C@H]5[C@H]4[C@@]12Cc1ccccc1)[C@H]1C(=O)N(c2ccccc2)C(=O)[C@H]1[C@H]3C	4%	-6%	-23%	-8%	7	13%	25%	3	4	-4
COCCn1c(=O)[nH]c2cc(C(=O)NC3CCCCCC3)ccc2c1=O	1%	-1%	-7%	410%[activator]	-2	7%	-2%	1	-16	-2
CC(C)C[C@H]1CN=C(Nc2ccccc2)N1CCC1CCCCC1	.	14%	2%	-6%	4	24%	-39%	4	?	4
CCN(CC(=O)Nc1cc(Cl)ccc1C)C(=O)c1cc(S(=O)(=O)N2CCCCCC2)ccc1OC	.	.	1%	8%	-3	.	11%	.	-11	-1
NS(=O)(=O)c1ccc(NC(=O)c2ccc(Cl)c(S(=O)(=O)NCc3ccco3)c2)cc1	.	.	1%	-2%	-1	.	-22%	.	-4	-3
CCOc1ccc(NC(=O)c2ccc(S(=O)(=O)N(C)C)cc2)cc1	1%	-3%	8%	-5%	?	4%	0%	-1	9	15
O=C(CN1C(=O)COc2ccc(Cl)cc21)NC1CC1	6%	-6%	0%	0%	-1	25%	6%	.	14	2
COc1ccc(CNC(=O)COC(=O)C2CCC(C(C)(C)C)CC2)cc1 (stereo not drawn)	0%	-4%	0%	-2%	-4	-4%	13%	3	-8	-8
CC(=O)Nc1cc(C(N)=O)c(Cl)cc1Cl	3%	?	0%	0%	-5	-17%	4%	2	2	5
Cc1nc(C)c(-c2ccc(SCC(=O)Nc3ccccc3)nn2)s1	-6%	?	-11%	-1%	2	23%	-27%	.	.	8
Cc1nc(/C(N)=N/OC(=O)c2ccc(Cl)cc2)c(C(F)(F)F)o1	1%	.	6%	3%	-3	-1%	7%	0	-29	10
N#Cc1c(NC(=S)NC(=O)Cc2cccs2)sc2c1CCCCC2	-1%	6%	-7%	-20%	-2	-2%	-4%[7.66 µM]	2	3	-29
CC1CC(C)CN(C(=O)COc2ccc([N+](=O)[O-])cc2Cl)C1 (stereo not drawn)	-1%	?	2%	3%	?	1%	21%	3	1	9
Cc1ccc2c(c1)c1c3n2CC(=C2C(=O)OC(C)(C)OC2=O)NC3CCC1 (stereo not drawn)	2%	4%	2%	0%	29	10%	1%	-15	19	14
O=C(CCC(=O)N1CCCC1)Nc1nnc(C2CCCCC2)s1	0%	-4%	1%	0%	0	-1%	18%	-3	5	6
CCc1nc2c(nnn2Cc2ccc(F)cc2)c(=O)[nH]1	2%	5%	7%	0%	-2	-5%	-11%	4	10	-9
CC1(C)CC(=O)C2=C(C1)OC(N)=C(C#N)C2c1ccc[nH]1 (stereo not drawn)	0%	?	9%	1%	-8	-24%	36%	-5	2	5
CCOC(=O)CN1C(=O)S/C(=C/c2ccc(N3CCCCC3)o2)C1=O	0%	9%	-6%	-1%	16	?	-24%	-22	-11	-2
COc1ccc2nc(NC(=O)CCN3C(=O)c4ccccc4C3=O)sc2c1	-4%	3%	3%	-13%	3	23%	13%	1	-4	-8
Cc1cccc(NC2=C(Cl)C(=O)OC2OC(C)C)c1 (stereo not drawn)	-3%	-11%	3%	0%	5	8%	11%	3	15	-25
CCCCNC(=O)Cn1nc(Cc2ccncc2)c2ccccc2c1=O	-1%	-14%	45%	4%	2	-10%	1%	6	-7	-1
Cc1ccnc(NC(=O)c2cc3ccccc3oc2=O)c1	14%	?	-3%	4%	3	0%	3%	5	2	9
Nc1nc(SCC(=O)Nc2cccc(Oc3ccccc3)c2)n[nH]1	2%	.	1%	0%	?	-5%	2%	3	4	13
Cc1cc(NC(=O)CSc2ncc(CO)n2Cc2ccc(F)cc2)no1	0%	-5%	6%	5%	-1	5%	-15%	.	1	-3
C[C@H](CO)N1C[C@H](C)[C@@H](CN(C)S(=O)(=O)c2cccs2)Oc2ccc(NC(=O)Nc3ccc4c(c3)OCO4)cc2C1=O	.	.	-5%	-9%	.	.	-13%	.	13	5
COc1ccc2c3c(cccc13)N(C)N=C2C	-1%	?	-1%	-6%	-3	-3%	-21%	-5	-12	7
N/C(CS(=O)(=O)c1ccccc1)=N\OC(=O)c1ccc(F)cc1	-1%	1%	5%	2%	6	1%	3%	.	-6	-2
O=C(CSc1ncccc1C(=O)O)c1ccccc1	4%	2%	2%	4%	0	4%	19%	4	0	5
COc1ccc(C(=O)NCCCNC(=O)c2cccnc2)cc1OC	-1%	-3%	1%	1%	-1	4%	11%	0	7	-10
Cc1ccc(SCCNC(=O)C(C)C)cc1	0%	-11%	-6%	-3%	?	-4%	-2%	1	16	-9
CN1/C(=C\C(=O)c2ccccc2Cl)c2ccccc2CC1(C)C	1%	.	4%	4%	12	-8%	0%	2	7	-5
COc1ccc(CCN=C2SCC(=O)N2Cc2ccccc2)cc1OC	-2%	10%	4%	-4%	2	-1%	-12%	-1	7	-7
COc1cc(C=CC(=O)OCC=Cc2ccc3c(c2)OCO3)cc(OC)c1OC	.	.	.	-17%	.	.	41%	.	-4	-3
CSc1cccc(NC(=O)C2CCN(S(=O)(=O)c3ccc4c(c3)NC(=O)CO4)CC2)c1	0%	-4%	-10%	-8%	-1	4%	2%	0	-16	3
Cc1[nH]c(=S)c(C#N)c(C)c1CCC#N	-1%	4%	-5%	4%	-3	-1%	13%	-1	-2	1

3 compounds from above, sorted by the value under MBNL1 CUG block, highest first:
SMILES	MBNL1 CUG block
COc1ccc(CCN=C2SCC(=O)N2Cc2ccccc2)cc1OC	10%
Cc1[nH]c(=S)c(C#N)c(C)c1CCC#N	4%
Cc1ccc(SCCNC(=O)C(C)C)cc1	-11%

Source: PubChem (National Center for Advancing Translational Sciences (NCATS))
